Screens deposited in PubChem BioAssay by National Center for Advancing Translational Sciences (NCATS).
AmpC detergent – AmpC beta-lactamase inhibition with detergent present; P00811; AmpC hydrolysis of nitrocefin, absorbance 480 nm, 0.01% Triton; Potency, µM (series often up to 114 µM), for inactives: top-dose activity change, negative = inhibition, usual class: inhibitors; 0.041% of 370,000 active; AID 485294;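 further: potency means the concentration at half of the fitted maximal effect; 0% = no-compound wells and -100% = no-enzyme wells; nearly all actives have a fitted effect of over 25% in size; some results filed as inactive show a strong effect at the top dose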
Target sequence (P00811 whole entry, looked up): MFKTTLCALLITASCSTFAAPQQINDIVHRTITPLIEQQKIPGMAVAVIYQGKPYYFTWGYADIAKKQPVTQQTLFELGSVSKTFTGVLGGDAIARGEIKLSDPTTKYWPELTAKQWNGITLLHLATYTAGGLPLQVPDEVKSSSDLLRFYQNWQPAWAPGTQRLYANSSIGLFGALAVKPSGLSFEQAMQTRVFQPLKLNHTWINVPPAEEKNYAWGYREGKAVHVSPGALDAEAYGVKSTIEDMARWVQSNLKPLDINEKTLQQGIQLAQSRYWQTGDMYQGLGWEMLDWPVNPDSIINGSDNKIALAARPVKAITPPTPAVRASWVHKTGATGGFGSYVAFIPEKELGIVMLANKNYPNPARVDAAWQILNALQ
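AmpC (5.3 nM in the dispensed reagent) in 20 mM phosphate pH 7.0 with 0.01% (detergent screen) or 0.0001% Triton X-100 was preincubated with compounds for 15 min at room temperature. Nitrocefin was then added from an 800 uM solution, and hydrolysis was followed at 480 nm.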
AmpC no deterg – inhibitors of E. coli AmpC beta-lactamase without detergent | P00811 | AmpC nitrocefin hydrolysis, absorbance 480 nm, 0.0001% Triton | Potency, µM (doses to about 57.1 µM), without a hit: at the top dose activity change, negative = inhibition, most hits filed as inhibitors | 0.52% of 330,000 active | AID 485341;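 further: potency means the concentration at half of the fitted maximal effect; plate controls were no compound for no effect and no enzyme for full effect; nearly all actives have a fitted effect of over 20% in size; some results filed as inactive show a strong effect at the top dose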
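AmpC (5.3 nM in the dispensed reagent) in 20 mM phosphate pH 7.0 with 0.01% (detergent screen) or 0.0001% Triton X-100 was preincubated with compounds for 15 min at room temperature. Nitrocefin was then added from an 800 uM solution, and hydrolysis was followed at 480 nm.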
HCV inh – inhibitors of hepatitis C virus infection; Huh7.5.1 HCVcc-Cre infection, luciferase reporter, 44 h; Potency, µM (doses to about 41.8 µM), for inactives: at the top dose activity change, negative = inhibition, hits mostly inhibitors; 3.4% of 340,000 active; AID 651820; further: potency means the concentration at half of the fitted maximal effect
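Whole-lifecycle infectious HCVcc-Cre system; cells 1,000/well, compound then virus (~0.5 moi) added 4 h after plating, 44 h culture. Luciferase read 15 sec following 15 min substrate incubation, room temp.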
HCMV inh – inhibitors of human cytomegalovirus; 4.5% of 410,000 active; HFF cells, HCMV-luciferase reporter, 72 h; hits give low values; activity change, negative = inhibition, % at 57.5 µM; in the data active means activity change below about -60%; inconclusive means no clear call, values can overlap the other calls; inactive means above about -39%
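Luciferase read-out from HCMV-luciferase-infected HFFs (MOI 1 PFU/cell) 72 h post infection at 37C; compounds added after 16 h cell attachment; activity normalized between buffer-only basal and Salinomycin (10uM) inhibitor controls.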
Giardia FBPA inh – blocks Giardia fructose-bisphosphate aldolase activity; A8B2U2; purified Giardia FBPA; Potency, µM (top dose mostly 59.6 µM), without a hit: at the highest dose activity, negative = inhibition, actives largely listed as inhibitors; 0.71% of 290,000 active; AID 2451; further: potency means the concentration at half of the fitted maximal effect; nearly all actives have a fitted effect of over 55% in size
Target sequence (A8B2U2 whole entry, looked up): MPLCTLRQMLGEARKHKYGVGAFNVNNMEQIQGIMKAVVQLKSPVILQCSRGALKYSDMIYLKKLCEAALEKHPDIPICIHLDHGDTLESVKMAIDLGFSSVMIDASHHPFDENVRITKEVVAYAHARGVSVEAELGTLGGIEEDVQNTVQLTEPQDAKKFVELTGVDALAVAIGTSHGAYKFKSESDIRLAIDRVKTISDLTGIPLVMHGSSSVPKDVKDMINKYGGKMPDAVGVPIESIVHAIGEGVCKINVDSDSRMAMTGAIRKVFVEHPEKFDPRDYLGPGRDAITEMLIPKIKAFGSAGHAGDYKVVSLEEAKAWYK
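40 nM FBPA preincubated 10 min at RT with compound (up to 57.5 uM final), then substrate plus GAPDH/TPI/NAD/arsenate coupling and diaphorase/resazurin added. Fluorescence read after 20 min at RT, 525/598 nm.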
Sm TGR inh – inhibitors of Schistosoma mansoni thioredoxin glutathione reductase; Q962Y6; purified TGR, DTNB reduction, TNB absorbance 405 nm; Potency, µM (series often up to 114 µM), for the others: top-dose activity change, negative = inhibition, usual class: inhibitors; 3% of 360,000 active; AID 485364; further: potency means the concentration at half of the fitted maximal effect; nearly all actives have a fitted effect of over 60% in size
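TGR 20 nM + NADPH 100 uM (dispensed conc.), cpd preinc 15 min RT; start with NADPH (500 uM addition) then DTNB (15 mM addition). Kinetic TNB absorbance, 405 nm filter. Four-parameter Hill fit across titration.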
* = called active by the depositor; ? = inconclusive; nt = not tested or not shown; & = joins results of further samples; [ ] = another dose, or the depositor's remark. Unless noted, the call rests on the fitted dose curve; in most records, active means well fitted curve in the direction sought with a large enough effect; inconclusive means small, poorly fitted or top-dose-only effect, or another doubt; inactive means no such curve, though single readings can be large; an effect the other way counts as inactive or inconclusive. Unless noted, on the % scale 0 is the no-effect control and ±100 the full control effect.

SMILES	AmpC detergent	AmpC no deterg	HCV inh	HCMV inh	Giardia FBPA inh	Sm TGR inh
N#CCCN(C(=O)COC(=O)CNC(=O)C12CC3CC(CC(C3)C1)C2)c1ccccc1	-7.8%	45.2%	-4.8%	6.4	nt	7.8%
Cc1cc(C)cc(N/C(N)=N/c2nc(C)cc(C)n2)c1	?	-45.6%	-65.9%	38.3	1.4%	0.0%
CCOc1ccc(OCC)c(NC(=O)CN(c2ccc(OC)cc2)S(=O)(=O)c2c(C)noc2C)c1	3.4%	64.6%[activator]	?	20.9	nt	1.3%
Cc1cccc(N2CCN(S(=O)(=O)c3nnc(NC(=O)c4ccc(Cl)cc4)s3)CC2)c1	6.1%	nt	nt	8.9	nt	13.1%
CCn1c(SCC(=O)Nc2ccc(C)c(C)c2)nnc1-c1nonc1NC(C)=O	0.5%	nt	nt	-13.1	nt	7.8%
CCn1c(SCC(=O)Nc2nc(C)cs2)nnc1C(NC(=O)c1ccccc1Cl)C(C)C (configuration not stated)	-8.7%	15.0%	-17.0%&9.7%	30.1	-9.4%	13.3%
CCN1C(=O)N[C@@H](c2cccs2)C(C(C)=O)=C1C	1.7%	-21.0%	2.5%	15.0	1.2%[12.9 µM]	13.7%
CC1CN(C(=O)c2ccccc2NS(=O)(=O)c2cccc([N+](=O)[O-])c2)CC(C)O1 (configuration not stated)	-9.7%	-15.2%	11.2%	-7.7	10.4%	-5.8%
Cc1ccc(OC(=O)CCC(=O)OCCCC(F)(F)C(F)(F)F)cc1	1.7%	30.2%	-8.8%	36.2	-5.5%	1.9%
COc1ccccc1N(CC(=O)Nc1cccnc1)S(C)(=O)=O	-13.0%	-7.8%	3.6%	10.6	7.4%	-1.6%
CNc1nc(SCC(=O)Nc2ccc(Cl)c(Cl)c2)nc(N2CCOCC2)n1	?	-35.5%	?	?	2.4%	-5.8%
Cc1nc(N2CCOCC2)c2c(C(=O)N3CCN(c4cccc(C(F)(F)F)c4)CC3)c(C)oc2n1	19.5%	nt	nt	-13.7	nt	3.0%
Cc1ccc[n+](CC(=O)Nc2cc(C(F)(F)F)ccc2N2CCOCC2)c1	?	-3.5%[11.4 µM]	2.5%	3.5	5.8%	8.9%
Cc1cccc(CC(=O)NCC(=O)NCc2cc(=O)n(C)c(=O)n2C)c1	-9.3%	-14.6%	9.2%	-25.7	-0.7%	-4.0%
CCCNS(=O)(=O)c1cc(Br)cc2c1N(C(=O)CC)CC2	?	-8.0%	-1.2%	-21.3	-3.1%	-6.2%
CCCc1cc(=O)oc2cc(OCC(=O)NCC(O)c3ccccc3)ccc12 (configuration not stated)	-0.2%	-14.6%	3.8%	17.8	2.0%	6.4%
O=C(NCCN1CCOCC1)c1ccc(Cl)cc1[N+](=O)[O-]	-2.4%	-13.6%	18.2%	4.0	2.2%	-21.9%
O=C(Nc1nccs1)c1cccc(S(=O)(=O)N2CCCCC2)c1	-1.8%	-15.2%	?	-32.3	-2.3%	4.6%
O=C(c1cccc(N2C(=O)C3C4C=CC(C4)C3C2=O)c1)N1CCN(c2ccc(F)cc2)CC1 (configuration not stated)	-10.0%	94.6%	-4.3%	12.1	7.3%	-13.1%
NNc1nc(-c2ccccc2Cl)nc2sc3c(c12)CCCC3	?	-8.7%	?	4.4	-19.8%	0.0%
CC1=CS/C(=C(/C#N)C(=O)NCc2ccco2)N1c1ccccc1	?	-36.0%	4.5%	?	-2.1%	-10.3%
O=C1CC(c2ccco2)CC(O)=C1C=Nc1cc(Cl)ccc1Cl (configuration not stated)	?	-29.8%	12.1%	3.4	-7.3%	?
Cn1c(=O)n(C)c2cc(NC(=O)COc3ccccc3)ccc21	-8.3%	-2.0%	0.6%	44.4	-12.4%	2.1%
CCO[C@@H]1OC(C(=O)NCc2ccccc2)=C[C@H](C2CC2)[C@H]1CCCO	3.4%	50.0%	-10.0%	-16.5	9.3%	9.9%
Cn1cc(CN2CCCCC2c2ccccn2)c(-c2ccc3c(c2)OCCO3)n1 (configuration not stated)	9.5%	13.8%	7.0%	-6.6	0.9%	30.1%

Results in AmpC detergent and Giardia FBPA inh, for 4 of the compounds above:
smiles,AmpC detergent,Giardia FBPA inh
Cc1cccc(N2CCN(S(=O)(=O)c3nnc(NC(=O)c4ccc(Cl)cc4)s3)CC2)c1,6.1%,nt
CCn1c(SCC(=O)Nc2ccc(C)c(C)c2)nnc1-c1nonc1NC(C)=O,0.5%,nt
CCn1c(SCC(=O)Nc2nc(C)cs2)nnc1C(NC(=O)c1ccccc1Cl)C(C)C (configuration not stated),-8.7%,-9.4%
CCN1C(=O)N[C@@H](c2cccs2)C(C(C)=O)=C1C,1.7%,1.2%[12.9 µM]

The results go on:
SMILES	AmpC detergent	AmpC no deterg	HCV inh	HCMV inh	Giardia FBPA inh	Sm TGR inh
Nc1ccc(N2C(=O)c3ccccc3C2=O)c(Cl)c1	?	123.0%[activator]	?	42.7	-1.3%	-7.2%
COc1c(C)cc(C(=O)C2CCCN(S(=O)(=O)c3c(C)noc3C)C2)cc1C (configuration not stated)	-5.0%	-0.2%	10µM*	?	-4.0%	-8.5%
COc1ccc(N(CC(=O)Nc2ccccc2C(=O)O)S(=O)(=O)c2ccc(C)c([N+](=O)[O-])c2)cc1	-1.2%	-24.6%	23.9%	17.5	0.0%	nt
O=C(NCCCN1CCN(c2ccc(F)cc2)CC1)Nc1ccc([N+](=O)[O-])cc1	1.6%	-23.3%	?	-37.5	1.6%	-1.2%
COCCCn1c(=O)c2sccc2n2c(CCCC(=O)Nc3cccc(OC)c3)nnc12	-4.7%	nt	nt	-37.3	nt	0.8%
Cc1ccc2c(c1)C1CN(C)CCC1N2C(=O)COc1ccc(S(=O)(=O)N2CCOCC2)cc1 (configuration not stated)	-9.0%	32.4%	0.2%	-33.0	11.7%	-22.9%
O=C(OCC(=O)N1CCCc2ccccc21)c1cc(S(=O)(=O)N2CCOCC2)ccc1Cl	?	?	?	-10.8	nt	-14.4%
O=c1[nH]c(SCc2ccccc2Cl)nc2c1cnn2-c1ccccc1	?	?	-13.4%	18.7	-14.1%	-10.6%
O=C(Nc1cccnc1)c1cc(Cl)ccc1Cl	2.9%	-6.5%	6.0%	1.1	5.7%	10.6%
COC(=O)NNC(=O)C1CCC(C)CC1 (configuration not stated)	?	-3.2%	6.0%[0.335 µM]	-11.6&-20.6	2.5%	0.2%&-0.3%
O=C(CN1C(=O)C2CCCCC2C1=O)Nc1ccccc1N1CCCC1 (configuration not stated)	?	-5.0%	-10.5%	-1.7	nt	-10.5%
O=C(O)CSc1nnc(-c2ccccc2)c(-c2ccccc2)n1	0.2%	-26.0%	-0.6%	16.8	17.4%	0.6%
O=C(Nc1ccccc1)/C(=C\c1ccc(F)cc1)NC(=O)c1ccco1	0.4%	-4.6%	12.5%	-11.4	-5.0%	-6.4%
Cc1ccc(NC(=O)Nc2cccc3ccccc23)cc1	2.2%	-26.1%	6.7%	-12.1	nt	1.7%
O=C(COC(=O)c1cccc(Br)c1)NCC1CCCO1 (configuration not stated)	nt	-11.2%	?	-24.0	nt	nt
C=CCn1cccc(C(=O)Nc2ccc(C)c(C)c2)c1=O	1.6%	33.1%	-7.6%	nt	9.0%	25.6%
CC(C)COC(=O)Cc1c(O)c2ccccc2[nH]c1=O	-7.6%	-39.6%	8.3%	30.2	-4.2%	-16.8%
COc1ccccc1N1CCN(CC(=O)Nc2sccc2C#N)CC1	?	21.0%	-4.0%	21.6	-5.4%	-8.1%
CC(=O)N1CCOc2ccc(S(=O)(=O)NCCc3ccc(C)cc3)cc21	-11.0%	14.8%	0.8%	8.1	1.7%	-17.8%
Cc1csc(Nc2ccccc2)[n+]1-c1ccccc1	-4.8%	0.7%	-12.3%	-0.2	-3.8%	8.2%
O=C(c1ccc(COc2ccccc2Cl)o1)N1CCN(c2ccccc2)CC1	?	-5.8%	?	29.5	0.6%	-18.2%
Cc1ccc(CNC(=O)CCNS(=O)(=O)c2cccs2)cc1	?	-13.5%	-17.9%[0.335 µM]	-33.0	1.2%	-6.3%
NC(C(=O)O)C(c1ccccc1)C(F)F (configuration not stated)	-0.3%	-10.8%	2.6%	nt	?	56.2µM*
NC(=O)c1ccc(NC(=O)CN2CCN(S(=O)(=O)c3ccc4c(c3)OCCO4)CC2)cc1	-3.6%	-30.8%	6.2%	-14.3	nt	1.6%
O=C(CCCN1C(=O)/C(=C/c2ccccc2Cl)SC1=S)Nc1cccnc1	0.4%	-19.7%	?	?	nt	6.7%

Remaining list, next part.
SMILES	AmpC detergent	AmpC no deterg	HCV inh	HCMV inh	Giardia FBPA inh	Sm TGR inh
Cc1ccc(NC(=O)C(=O)NCC(c2cccnc2)N2CCN(Cc3ccccc3)CC2)cc1 (configuration not stated)	17.5%	nt	nt	-15.0	nt	3.5%
COc1ccc(Cc2nn[nH]n2)cc1	-0.3%	-22.2%	10.2%	-7.3	?	-2.6%
O=C(NCC(c1cccs1)N1CCOCC1)c1cc2ccccc2o1 (configuration not stated)	?	4.2%	11.9%	-27.5	-2.3%	3.3%
O=C(c1ccc(Cl)cc1)C1CCCN(Cc2ccc3c(c2)OCCO3)C1 (configuration not stated)	-8.5%	21.0%	-26.3%	-20.8	-0.8%	5.8%[57.1 µM]
CCS(=O)(=O)c1ccc(OC)c(N=Nc2ccc(O)c3ncccc23)c1	-8.9%	-1.4%	?	?	14.9%	-14.8%
Cc1cccc(CS(=O)(=O)Cc2ccc(C(=O)NCCCN3CCOCC3)o2)c1	-2.3%	66.5%[activator]	36.9%[activator]	42.3	8.9%	-27.4%
COc1ccc(NC(=S)N2CCN(c3ccccc3)CC2)c(OC)c1	-7.4%	-13.0%	7.9%	-25.3	-3.8%	-9.0%
CCOC(=O)N1CCN(C(=O)C2CCN(C(=O)c3ccc(C(C)(C)C)cc3)CC2)CC1	6.6%	129.9%[activator]	12.2%	-15.2	2.4%	-8.4%
Cc1ccc([N+](=O)[O-])cc1S(=O)(=O)Nc1cccc(-c2ccc(N3CCCC3)nn2)c1	-5.0%	-16.0%	-10.2%	-10.5	nt	0.9%
Cc1c(C(=O)NCc2ccccc2Cl)cccc1-n1cnc2cccnc21	18.5%	nt	nt	0.0	nt	1.4%
O=S(=O)(Cc1c(F)cccc1Cl)c1ncn[nH]1	0.3%	-17.9%	13.4%	24.5	-22.5%	2.9%
COc1ccc(OCCCn2ccnc2)cc1	-4.1%	-4.8%	3.5%	nt	?	5.6%
CN(C)C(=O)c1ccc2c(c1)N(CC(=O)NCc1ccc(F)cc1)C(=O)C1CCCCN21 (configuration not stated)	10.8%	nt	nt	-4.0	nt	-1.3%
Cc1cc(C(=O)N2CCN(c3ncccn3)CC2)nn1C	-0.9%	-6.6%	-1.6%	?	7.3%	3.7%
CCOC(=O)Nc1ccc(N2CCOCC2)c(S(=O)(=O)Nc2ccc(Cl)cc2)c1	nt	-37.2%	?	27.6	nt	nt
O=C(NNS(=O)(=O)c1ccc([N+](=O)[O-])cc1)c1cnn(-c2ccccc2)c1-n1cccc1	-5.9%	-33.9%	-19.2%	51.0	18.8%	-20.0%
